# M. tuberculosis: growth inhibition of non-replicating M. tuberculosis (AID 488890) | Mycobacterium tuberculosis non-replicating, growth inhibition; higher % means a stronger effect | inhibition, % at 25 µM; hits with a dose series show IC50 in µM | 320,000 compounds, 0.39% hits; in the data active = a potency from the dose series; inconclusive = inhibition mostly from about 82% at the one dose, without a potency; inactive = the rest, 99 in 100 with inhibition below about 76%;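 also: plate controls were DMSO cells for no effect and high antibiotic wells for full effect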
# influenza NS1A: NS1A inhibition, H1N1 influenza, cell based functional assay (AID 504329); NS1A functional cell-based assay, percent inhibition; higher % means a stronger effect; 340,000 compounds, 0.3% hits; one-dose inhibition, % at 12.5 µM; IC50 in µM for titrated hits; in the data active = a potency from the dose series; inconclusive = inhibition above about 27% without an active follow-up result; also: strong numbers were not always called active
# H37Rv inhibition: M. tuberculosis growth inhibition, HTS (AID 449762). M. tuberculosis H37Rv growth inhibition, 7H9 media; higher % means a stronger effect. 330,000 compounds, 0.59% hits. one-dose inhibition, % at 25 µM; IC50 in µM for titrated hits; in the data active = a potency from the dose series; inconclusive = inhibition above about 70% without an active follow-up result;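 also: bacterial growth assessed after seven days of incubation; strong numbers were not always called active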
# PhoP GFP inhibition: PhoP regulon inhibitors, Salmonella typhi PhoP promoter GFP reporter, confirmatory (AID 1850). Salmonella Typhi PhoP-promoter GFP reporter, fluorescence, 4 h; higher % means a stronger effect. inhibition, % at 50 µM, or IC50 in µM where a hit was titrated. 310,000 compounds, 0.33% hits; in the data active = a potency from the dose series; inconclusive = inhibition mostly from about 25% at the one dose, without a potency; inactive = the rest, 99 in 100 with inhibition below about 19%;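 also: 0% = induced wells with vehicle and 100% = uninduced wells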
# inhibitors of VEEV: inhibitors of VEEV TC-83 cytopathic effect, confirmation, Vero cells (AID 588727); 350,000 compounds, 0.13% hits; Vero cells, VEEV TC-83 cytopathic effect inhibition; higher % means a stronger effect; one-dose inhibition, % at 20 µM; IC50 in µM for titrated hits; in the data active = a potency from the dose series; inconclusive = inhibition mostly from about 14% at the one dose, without a potency; inactive = the rest, 99 in 100 with inhibition below about 12%; also: strong numbers were not always called active
# inhibitors of VEEV 10K pilot screen: further read-out of inhibitors of VEEV, marked with its call; inhibition, %; measured here: 10K pilot screen inhibition
# The depositor's hits bear a star; i = inactive; u = inconclusive; x = no result given.
SMILES,M. tuberculosis,influenza NS1A,H37Rv inhibition,PhoP GFP inhibition,inhibitors of VEEV,others
O=C(NCCO)C1COc2ccccc2O1 (stereo not given),10%,-7%,5%,2%,0.1%,
COc1ccc(COCC(O)CN2CCN(S(=O)(=O)c3ccc(C(C)C)cc3)CC2)cc1 (stereo not given),18%,-8%,2%,x,i,
CCC(C)C(=O)Nc1nnc(SCC(=O)NC2CCCC2)s1 (stereo not given),1%,-8%,6%,-16%,1.8%,
CC(=O)C(/C=N/c1ncc(C(F)(F)F)cc1Cl)=C(\C)O,4%,7%,-4%,-22%,0.2%,
C=C(C)CNC(=S)N/N=C(\C)c1cccc(NC(C)=O)c1,x,-7%,x,x,0.0%,
O=C(C1CCN(C2CCN(C/C=C/c3ccccc3)CC2)CC1)N1CCOCC1,7%,13%,-7%,6%,i,
COc1ccc(C(=O)CSc2nnc(CC(=O)Nc3ccccc3OC)n2C)cc1,3%,-2%,-5%,13%,1.6%,
COc1ccc(/C=C(/NC(C)=O)C(=O)O)cc1,9%,4%,-9%,3%,2.0%,
COc1ccc(CC(=O)N(C)Cc2cccc(OC)c2OC)cc1S(=O)(=O)N1CCOCC1,25%,-2%,-14%,3%,1.0%,
COc1ccc(CNC(=O)N2CCc3ccccc3C2)cc1,19%,3%,12%,8%,i,
Cc1ccc(C)c(NC(=S)N(CCc2ccncc2)C(C)C)c1,1%,1%,2%,7%,0.3%,
O=C(O)c1ccc2c(c1)C(=O)N(Cc1ccco1)C2=O,13%,0%,3%,2%,i,
CCC(C(=O)NC1CCCCC1)N(Cc1cccs1)C(=O)CCC(=O)Nc1cc(C)on1 (stereo not given),8%,-5%,1%,-3%,i,
Cc1ccc(N2C(=O)N(CC(=O)Nc3cccc([N+](=O)[O-])c3C)C(=O)C2C)cc1 (stereo not given),-10%,-2%,-4%,6%,8.1%,
Cc1ccc(-c2nn(C(C)(C)C)c3ncnc(N)c23)cc1,22%,-7%,1%,-23%,6.0%,
Cc1c(O)ccc(-c2n[nH]c(C(=O)O)c2-c2nc3ccccc3s2)c1O,-2%,-7%,-2%,-6%,2.4%,
COc1ccccc1-c1sc2ccccc2c1-c1ccc2c(c1)OCO2,20%,-4%,-4%,14%,0.8%,inhibitors of VEEV 10K pilot screen=1.8
O=C(NC(=S)Nc1nc2ccccc2s1)c1cccs1,11%,9%,-1%,-12%,0.6%,
O=C(c1ccc(NS(=O)(=O)c2cccc3cccnc23)cc1)N1CCOCC1,-5%,-17%,2%,13%,i,
CCn1c(SCC(=O)Nc2ccc(NC(=O)c3ccco3)cc2)nnc1-c1cccs1,12%,-8%,6%,16%,0.5%,
O=C(CSc1nc(=O)n2ccccc2n1)NCc1ccc2c(c1)OCO2,-40%,-13%,-5%,4%,0.7%,
O=C(NCc1ccco1)C1CCN(c2nc3ccccc3n2Cc2ccccc2F)CC1,x,3%,-5%,x,6.8%,
COC(=O)CN1C(=O)COc2ccc(Cl)cc21,6%,15%,7%,3%,0.7%,
CCOc1ccccc1NCc1nnc(-c2ccccc2)o1,u,0%,17%,-4%,i,
CC(C)CCNC(=O)CN(CC1CCCO1)C(=O)CCC(=O)Nc1nccs1 (stereo not given),-17%,0%,-9%,0%,0.2%,

# The list goes on, overlapping the part above by 4 compounds.
SMILES,M. tuberculosis,influenza NS1A,H37Rv inhibition,PhoP GFP inhibition,inhibitors of VEEV,others
O=C(NCc1ccco1)C1CCN(c2nc3ccccc3n2Cc2ccccc2F)CC1,x,3%,-5%,x,6.8%,
COC(=O)CN1C(=O)COc2ccc(Cl)cc21,6%,15%,7%,3%,0.7%,
CCOc1ccccc1NCc1nnc(-c2ccccc2)o1,u,0%,17%,-4%,i,
CC(C)CCNC(=O)CN(CC1CCCO1)C(=O)CCC(=O)Nc1nccs1 (stereo not given),-17%,0%,-9%,0%,0.2%,
O=C(NCCc1ccccc1)c1ccc(CS(=O)(=O)c2ccc(Cl)cc2)o1,1%,-9%,2%,14%,0.5%,
Cc1ccc(-c2csc(NS(=O)(=O)c3cccc(F)c3)n2)o1,54%,4%,2%,x,7.6%,
C=C1CCC[C@]2(C)C[C@H]3OC(=O)C(CN(C)CC(OC)OC)[C@H]3CC12 (stereo not given in full),69%,-1%,16%,-14%,1.2%,
CCn1cc(C(=O)O)c(=O)c2cc(F)c(N3CCN(C(=S)NC(=O)c4ccc(F)c(F)c4)CC3)cc21,u,-7%,10%,1%,2.3%,
COc1cccc(NC(=O)Nc2ccc(CC(=O)O)cc2)c1,-2%,3%,-1%,3%,0.5%,
COc1ccc(CN([C@H](C)CO)S(=O)(=O)N(Cc2ccccc2)[C@H](CO)C(C)C)cc1,14%,-4%,1%,x,0.5%,
CNc1ccccc(-c2ccc3cc4c(cc3n2)OCO4)c1=O,1%,12%,-1%,-74%,0.1%,inhibitors of VEEV 10K pilot screen=0.4
Cc1ccc(-c2cc(C(F)F)n3ncc(C(=O)NN4CCCCC4)c3n2)cc1,-2%,-4%,6%,-10%,0.7%,
CC(C)CC(=O)Nc1ccc(S(=O)(=O)N2CCCC2)cc1,16%,0%,0%,-5%,i,
CCNc1nc(NCC)n2c(SCC(=O)O)nnc2n1,0%,-8%,-12%,0%,1.7%,
O=C(NCc1ccc(F)cc1)c1cc(-c2ccncc2)nc2ccccc12,14%,8%,29%,1%,8.4%,
O=C(NCCN1CCOCC1)/C(=C/c1ccccc1)NC(=O)c1ccccc1,-6%,2%,-4%,-5%,1.2%,
CN(CCc1ccccc1)C1CCCN(S(=O)(=O)N(C)C)C1 (stereo not given),-4%,-3%,0%,-4%,0.1%,
O=C(O)CCn1c(SCc2ccccc2)nc2ccccc21,2%,-1%,3%,-6%,1.2%,
O=c1[nH]c2cc(Cl)cc(Cl)c2[nH]c1=O,3%,19%,-3%,4%,5.6%,
CCCCc1nnc(NC(=O)Cc2ccc(OC)c(S(=O)(=O)N3CCOCC3)c2)s1,-5%,-4%,-4%,-5%,8.8%,
CC(C)C1C(c2ccccc2)N(C)C(c2ccccc2)CC1(O)c1ccccc1 (stereo not given),69%,0%,u,0%,i,
COc1cccc(-c2nc(CS(=O)CC(=O)NCc3ccc(F)cc3)c(C)o2)c1 (stereo not given),6%,13%,12%,-3%,i,
O=C(NCCc1ccccc1)c1ccc(NC(=O)C2CCCC2)cc1,x,-4%,x,x,i,
CC1CCN(C(=O)COC(=O)c2ccc(Cl)nc2)CC1,74%,-4%,12%,x,1.0%,
CCOc1cccc(-c2c(C(=O)N/N=C/c3ccc(C)o3)nnn2-c2nonc2N)c1,18%,-8%,7%,-6%,2.5%,
COc1ccc(C(=O)C(Cc2cc(C(C)=O)ccc2OC)N2CCCC2)cc1 (stereo not given),28%,5%,4%,-7%,0.6%,
CCNc1nnc(SCC(=O)NC2CCCCCC2)s1,x,-10%,x,x,1.8%,
Cc1ccn2c(Nc3ccc4c(c3)OCO4)c(-c3ccccn3)nc2c1,u,11µM*,42%,2%,i,
Cn1c(=O)cc(OCCCC(=O)NCCC2=CCCCC2)c2ccccc21,19%,4%,4%,-8%,i,

# (continued)
SMILES,M. tuberculosis,influenza NS1A,H37Rv inhibition,PhoP GFP inhibition,inhibitors of VEEV,others
CC(C)(C)n1nc2c(c1NC(=O)Cc1ccc([N+](=O)[O-])cc1)CS(=O)(=O)C2,-18%,-7%,-9%,-10%,3.1%,
COc1cccc(-c2cc(C(=O)N3CCN(C(c4ccccc4)c4ccccc4)CC3)no2)c1,-12%,8%,2%,-9%,0.1%,
COc1ccc(Cl)cc1S(=O)(=O)N1CCCC(C(=O)N2CCOCC2)C1 (stereo not given),2%,7%,-3%,-2%,0.2%,
CCOC(=O)CSC1=C(C#N)C(c2ccc(Cl)cc2)CC(=O)N1 (stereo not given),7%,-1%,-4%,-8%,6.5%,
COCC(C)NC(=O)c1cc(-c2ccccc2OC)on1 (stereo not given),7%,-2%,2%,-2%,i,
O=C(O)C1CC=CCC1C(=O)NCc1ccc2c(c1)OCO2 (stereo not given),-4%,0%,-9%,-4%,i,inhibitors of VEEV 10K pilot screen=0.5
O=C(CN1CCCCCCC1)N/N=C/c1ccccc1F,-12%,-7%,-5%,0%,1.0%,
CCOC(=O)c1ccc(NC(=O)Nc2ccon2)cc1,34%,-4%,2%,5%,10%,
Cc1ccc(-c2cc(C(=O)Nc3nn[nH]n3)c3ccccc3n2)c(C)c1,27%,-3%,-2%,0%,2.0%,
COc1ccc(OC)c(S(=O)(=O)NCc2cccnc2)c1,2%,-3%,1%,1%,1.0%,
COc1ccc(CC(=O)OCC(=O)Nc2ccc(Cl)cn2)cc1,u,-53%,5%,-3%,1.1%,
CCN(CC)S(=O)(=O)c1ccc2c(c1)nc(SCn1nnc3ccccc3c1=O)n2CC,14%,-2%,-23%,-3%,0.6%,
Cc1ccc(S(=O)(=O)N2CCC(C(=O)NCCCN3CCCC3=O)CC2)cc1,-14%,-1%,-2%,x,3.1%,
CC/C(=N\NC(=O)c1ccc(Br)cc1)c1ccccc1,69%,5%,-4%,6%,i,
COc1ccc(S(N)(=O)=O)cc1C(=O)OCC(=O)N1CC(=O)Nc2ccccc21,x,-4%,x,x,2.5%,
O=C1C(C=NCCCN2CCOCC2)=C(O)c2ccccc21,-5%,0%,4%,-9%,i,
CC1C(O)=C(c2nc3ccccc3[nH]2)C(=N)N1c1ccccc1 (stereo not given),x,4%,x,-1%,0.3%,
O=C(CSc1nnc(SCc2ccc(Cl)cc2)s1)N1CCN(C(=O)c2ccco2)CC1,65%,3%,1%,4%,9.4%,
CCN1CCN(C(=O)Cc2ccccc2OC)CC1,-5%,8%,-4%,4%,i,
O=C(CCN1CCN(c2ccccc2)CC1)NNC(=S)Nc1ccccc1,-7%,-11%,2%,7%,0.8%,
CC(C)NC(=O)/C(C#N)=C/c1cccc(NC(=O)c2ccccc2Cl)c1,27%,1%,-4%,4%,0.3%,
Cc1cc(C(=O)OCC(=O)N(C)C2CCS(=O)(=O)C2)c(C)n1-c1ccccc1 (stereo not given),-2%,1%,-7%,1%,2.2%,
CCN(CC)CCNC(=O)c1cccc(NC(=O)C(=O)c2ccccc2NC(C)=O)c1,-1%,-3%,8%,1%,1.7%,
COc1ccc(S(=O)(=O)N2CCOCC2)cc1NC(=O)COC(=O)Cc1ccccc1,-1%,8%,2%,x,0.8%,
O=C(Nc1ccc2c(c1)OCCO2)C1CCCN(S(=O)(=O)c2cccnc2)C1 (stereo not given),-22%,-7%,-8%,2%,1.0%,

# (listing goes on)
SMILES,M. tuberculosis,influenza NS1A,H37Rv inhibition,PhoP GFP inhibition,inhibitors of VEEV,others
COc1ccc(CN2CCN(Cc3ccccc3)CC2)c(OC)c1,3%,-9%,2%,-7%,1.6%,
COc1ccc(O)c(-c2cn[nH]c2-c2cccs2)c1,-6%,0%,1%,-2%,2.4%,
Cc1ccnc(NC(=O)CNC(=O)c2ccc3ccccc3c2)c1,-2%,-10%,-1%,0%,9.8%,
CCN1C(=O)[C@H]2[C@@H](c3ccc(-c4ccc(C(C)=O)cc4)c(OC)c3)N[C@@](Cc3ccccc3)(C(=O)OC)[C@H]2C1=O,21%,14%,6%,6%,0.2%,
COC(=O)C1=C[C@@H](C(=O)OC)C2C3=C(C(=O)C24CCCCC4)[C@H](C)n2c(=O)n(C)c(=O)n2[C@@H]3C1 (stereo not given in full),10%,9%,0%,2%,0.1%,
CCC(C)(C)NC(=O)C(c1cccc(OC)c1OC)N(C(=O)CCC(=O)Nc1cc(C)on1)C(C)C (stereo not given),-22%,9%,2%,1%,2.6%,
COc1cccc(Cn2cnc3c([N+](=O)[O-])c(C)c(C)cc32)c1,6%,11%,2%,-1%,3.2%,
Cc1cc(C)nc(SCC(=O)N2CCOCC2)n1,-9%,3%,-7%,-9%,0.3%,

# 6 entries drawn at random from the list so far:
SMILES,M. tuberculosis,influenza NS1A,H37Rv inhibition,PhoP GFP inhibition,inhibitors of VEEV,others
CCC(C)(C)NC(=O)C(c1cccc(OC)c1OC)N(C(=O)CCC(=O)Nc1cc(C)on1)C(C)C (stereo not given),-22%,9%,2%,1%,2.6%,
COC(=O)C1=C[C@@H](C(=O)OC)C2C3=C(C(=O)C24CCCCC4)[C@H](C)n2c(=O)n(C)c(=O)n2[C@@H]3C1 (stereo not given in full),10%,9%,0%,2%,0.1%,
Cc1cc(C)nc(SCC(=O)N2CCOCC2)n1,-9%,3%,-7%,-9%,0.3%,
COc1ccc(CN2CCN(Cc3ccccc3)CC2)c(OC)c1,3%,-9%,2%,-7%,1.6%,
COc1cccc(Cn2cnc3c([N+](=O)[O-])c(C)c(C)cc32)c1,6%,11%,2%,-1%,3.2%,
CCN1C(=O)[C@H]2[C@@H](c3ccc(-c4ccc(C(C)=O)cc4)c(OC)c3)N[C@@](Cc3ccccc3)(C(=O)OC)[C@H]2C1=O,21%,14%,6%,6%,0.2%,

# Compound activity as filed in PubChem BioAssay.
